Yeast superoxide: caloric restriction mimetics inhibiting age-related superoxide in yeast; AID 2690; 0.18% of 330,000 active; S. cerevisiae aged cells, superoxide DHE fluorescence; stronger effect = lower value; superoxide response (% of plate mean), % at 10 µM;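 active = superoxide response under a set limit, about three screen SD below normal, cut at about 65% in these data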;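 note: yeast aged for seven days with compound at 30 °C before DHE staining; 100% = average MFI of all compound-treated wells on the plate with controls excluded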
VLA-4 inh: inhibition in a human VLA-4 binding assay; P13612; inhibition, % (about 7 µM as worked out from the volumes in the protocol); AID 2557; VLA-4 expressing cells, ligand binding flow cytometry; 0.2% of 330,000 active; in the data active = inhibition above about 50%
GRK2 inh: inhibitors of human GRK2 displacing RNA aptamer; AID 488847; inhibition of aptamer binding, % at 10 µM; 0.59% of 330,000 active; bead flow cytometry, FAM-aptamer displacement from GRK2; P25098;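 active = inhibition of aptamer binding above 40%, roughly 3 SD of noise, on plates passing a quality check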;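 note: median bead fluorescence of bound FAM aptamer so fluorescent compounds give negative values; no value below 0 was filed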
MEX-5 binding: C. elegans MEX-5 TCR-2 RNA binding activity. AID 1832. Q9XUB2. MEX-5/FITC-TCR2 RNA binding, fluorescence polarization; stronger effect = lower value. 0.38% of 300,000 active. activity score (negative = inhibition of binding), % at 10 µM;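 active = inhibition past about -25% in most replicates, and total fluorescence under double the plate's negative control median, limit read from the data; inconclusive = replicates evenly split on the limit, or fluorescence at least double controls; inactive = too little inhibition in most replicates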;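 note: 0% = DMSO and -100% = 5 µM competing unlabeled TCR2 RNA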
Target sequence (Q9XUB2 whole entry, looked up): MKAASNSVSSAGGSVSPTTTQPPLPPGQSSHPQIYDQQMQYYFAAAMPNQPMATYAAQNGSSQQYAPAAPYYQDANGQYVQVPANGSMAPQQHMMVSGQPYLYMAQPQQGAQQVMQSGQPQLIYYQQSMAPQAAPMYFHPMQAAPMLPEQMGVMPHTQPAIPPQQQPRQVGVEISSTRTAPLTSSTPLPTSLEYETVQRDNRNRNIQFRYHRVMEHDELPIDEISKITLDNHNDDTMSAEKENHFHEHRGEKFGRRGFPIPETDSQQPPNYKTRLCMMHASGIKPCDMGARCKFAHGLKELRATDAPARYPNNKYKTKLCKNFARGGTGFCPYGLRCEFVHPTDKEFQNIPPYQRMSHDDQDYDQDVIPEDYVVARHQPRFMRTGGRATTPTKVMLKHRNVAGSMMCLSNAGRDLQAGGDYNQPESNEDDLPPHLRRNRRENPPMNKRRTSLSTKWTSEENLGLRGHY
CIT2-GFP yeast: yeast TOR pathway CIT2-GFP modulation. S. cerevisiae CIT2-GFP strain, flow cytometry, 3 h; 100 means same as DMSO wells. GFP response vs DMSO, % at 10 µM. 0.065% of 320,000 active;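 active = GFP response relative to DMSO above a set limit, near the screen mean plus 3 SD, cut at about 150% in these data; inconclusive = Fewer than 70 cells measured for a yeast strain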;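 note: ratio of well median GFP fluorescence to mean of DMSO wells on the plate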
BCLXL inh: Bcl-xL (human) inhibition; Q07817; inhibition, % at 10.9 µM; 0.7% of 320,000 active; GST-Bcl-xL / FITC-Bim BH3 peptide fluorescence polarization;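 active = inhibition above the mean of all tested compounds plus 3 SD, cutoff set per campaign, cut at about 30% in these data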;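 note: 0% = DMSO wells and 100% = unlabeled Bim-BH3 peptide competitor; inhibitors lower millipolarization by displacing the labeled peptide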
MCL1-BIM inh: inhibitors of human MCL1 binding to BIM-BH3 peptide; Q07820; GST-MCL1 / FITC-Bim-BH3 fluorescence polarization; inhibition, % at 10.9 µM; 0.68% of 320,000 active;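 active = inhibition above the mean inhibition of all tested compounds plus 3 SD, set per campaign, cut at about 40% in these data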;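 note: 0% = DMSO wells and 100% = unlabeled Bim-BH3 peptide control; higher means more loss of mP so more displacement of Bim peptide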
GLD-1 TGE inh: GLD-1-TGE RNA interaction inhibition (C. elegans) | purified GLD-1 + fluorescein TGE RNA, fluorescence polarization | inhibition, % at 5.96 µM | 0.44% of 320,000 active;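 active = percent inhibition above a per-plate cutoff, the plate mean of test compounds plus 3 SD, cut at about 30% in these data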;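 note: 0% = DMSO wells with GLD-1 and probe and 100% = wells lacking GLD-1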
Target sequence (Q17339 whole entry, looked up): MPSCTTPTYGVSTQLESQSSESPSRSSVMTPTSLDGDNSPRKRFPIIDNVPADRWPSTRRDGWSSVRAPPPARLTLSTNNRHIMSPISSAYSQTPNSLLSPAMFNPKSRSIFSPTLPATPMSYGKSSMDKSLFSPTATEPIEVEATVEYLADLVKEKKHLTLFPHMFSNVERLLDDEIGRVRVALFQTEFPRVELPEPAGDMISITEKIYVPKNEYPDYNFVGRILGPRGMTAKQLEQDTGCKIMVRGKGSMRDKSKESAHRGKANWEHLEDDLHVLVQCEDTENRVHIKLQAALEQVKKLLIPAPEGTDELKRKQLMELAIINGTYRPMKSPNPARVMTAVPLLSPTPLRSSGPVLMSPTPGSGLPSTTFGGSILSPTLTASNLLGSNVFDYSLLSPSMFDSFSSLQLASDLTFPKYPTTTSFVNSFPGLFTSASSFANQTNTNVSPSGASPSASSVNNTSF
AGP1 TOR yeast: modulators of TOR pathway AGP1-GFP in S. cerevisiae | S. cerevisiae AGP1-GFP multiplex flow cytometry, 3 h; GFP as percent of DMSO wells | GFP response vs DMSO, % at 10 µM | 0.02% of 320,000 active;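 active = GFP response relative to DMSO above a set limit, near screen average plus 3 SD, cut at about 150% in these data; inconclusive = fewer than 70 cells counted for the yeast strain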;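 note: median GFP channel fluorescence of the gated AGP1 strain per well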
Starred values were filed as active, the others as inactive; ? = inconclusive; · = not tested or not shown; [ ] = another dose, or the depositor's remark.

SMILES	Yeast superoxide	VLA-4 inh	GRK2 inh	MEX-5 binding	CIT2-GFP yeast	BCLXL inh	MCL1-BIM inh	GLD-1 TGE inh	AGP1 TOR yeast
CCOC(=O)N1CCC(NC(=O)CCCN2C(=O)CSc3ncccc32)CC1	85	2	3	1.5	101	9	7	8	102
COc1ccc(C(=O)Cn2c(Cl)nc3c2c(=O)n(C)c(=O)n3C)cc1	104	-7	3	-1.8	95	3	2	7	101
Cc1ccc(/C=C/C(=O)O)cc1S(=O)(=O)NCc1cccnc1	96	3	0	2.1	107	3	4	0	105
CN(c1ccccc1)S(=O)(=O)c1cccc(Cl)c1Cl	89	-4	2	1.0	90	6	2	2	105
COC(=O)[C@H](CCSC)NC(=O)Nc1ccc(C)cc1C	97	9	0	0.7	103	4	2	3	107
Cc1cc(C)cc(NC(=O)CSc2nnc(-c3ccccc3C)o2)c1	98	10	0	2.6	107	5	3	0	102
Cc1ccc(NC(=O)CSc2nnc(-c3ccccc3Br)o2)cc1C	98	4	0	0.1	95	4	-2	-1	103
O=C(NC1CC1)C1=C[C@H](C2CCCCC2)C[C@H](OCc2ccc(CO)cc2)O1	·	·	·	-1.4	·	1	9	8	·
CCOC(=O)C1(Cc2cccc(Cl)c2)CCCN(C(=O)CCC(=O)N(C)C)C1 (centres undefined)	88	5	1	-1.5	79	-2	6	-1	60
Cc1cc(S(=O)(=O)Nc2ccc(C(=O)NCC3(N(C)C)CCCCC3)cc2)ccc1F	126	-1	4	-0.5	88	0	8	-1	104
COc1ccccc1N(CC(=O)NCc1ccccc1)C(=O)CCC(=O)Nc1cc(C)ccn1	101	6	0	0.3	93	-3	-3	-2	102
CN(C)N=Nc1nc2c(c(=O)n(C)c(=O)n2C)n1C	109	3	1	0.8	95	-3	0	10	98
CCC1CCCCN1C(=O)CNCC1CCCO1 (centres undefined)	102	5	0	·	107	3	3	0	102
CCN(C[C@H]1N[C@@](C)(C(=O)OC)[C@H]2C(=O)N(C)C(=O)[C@@H]12)S(=O)(=O)c1ccccc1	113	4	5	·	106	·	·	-1	101
COc1ccc(S(=O)(=O)NCC2CCCN(C(=O)c3sccc3C)C2)cc1 (centres undefined)	94	9	0	0.6	100	6	7	8	100
COc1ccnc(Oc2ccccc2)c1C(=O)N/C=N/OCc1ccccc1	93	-4	0	-1.0	114	4	9	-8	107
CC(=O)c1c(C)nc(-c2ccccc2)n1O	98	6	0	1.4	93	5	3	1	98
COc1ccc(CN2CCNC(=O)C2CC(=O)N(C)Cc2cc(C)no2)cc1OC (centres undefined)	94	5	2	0.2	107[may fluoresce red]	·	·	·	?
Cc1ccc(NC(=O)Cn2c(=O)oc3cc(S(=O)(=O)N4CCC(C)CC4)ccc32)cc1C	91	7	0	0.6	102	8	2	-3	105
Cc1ccc(C(NC(=O)C(C)C)c2cc([N+](=O)[O-])c3cccnc3c2O)cc1 (centres undefined)	112	21	1	1.3	86	3	9	4	85

Reformatted as comma-separated lines: 2 of the compounds above
Compound,Yeast superoxide,VLA-4 inh,GRK2 inh,MEX-5 binding,CIT2-GFP yeast,BCLXL inh,MCL1-BIM inh,GLD-1 TGE inh,AGP1 TOR yeast
CCOC(=O)N1CCC(NC(=O)CCCN2C(=O)CSc3ncccc32)CC1,85,2,3,1.5,101,9,7,8,102
COc1ccc(S(=O)(=O)NCC2CCCN(C(=O)c3sccc3C)C2)cc1 (centres undefined),94,9,0,0.6,100,6,7,8,100

Next part
SMILES	Yeast superoxide	VLA-4 inh	GRK2 inh	MEX-5 binding	CIT2-GFP yeast	BCLXL inh	MCL1-BIM inh	GLD-1 TGE inh	AGP1 TOR yeast
O=S(=O)(Cc1ccccc1)NCCc1ccc(F)cc1	101	2	3	-0.8	101	-2	-5	-4	100
Cc1ccc(NC(=S)N(CCCN2CCN(C)CC2)Cc2cccs2)cc1C	92	9	0	1.8	98	2	2	2	102
O=C(CSc1nnc(CNC(=O)c2cccs2)o1)NC1CCCC1	104	7	3	-1.8	88	3	-5	-4	106
CCC(Oc1ccccc1)C(=O)NCCCN1CCOCC1 (centres undefined)	101	-1	0	0.3	90	1	2	-2	93
COc1ccc2[nH]cc(C(=O)CNc3nc(C)cs3)c2c1	97	-1	0	1.2	93	-3	-7	-3	98
O=C(NCC1CC1)c1onc(CSc2nc3ccccc3[nH]2)c1C(=O)NCC1CC1	108	12	0	-0.3	70	-5	-3	2	80
CCN(CC)CC(=O)NCc1cc(-c2ccc(OC)cc2)no1	82	4	0	0.1	117	2	2	-3	115
CCOC(=O)c1[nH]cnc1C(=O)N[C@@H](C)c1ccccc1	105	0	0	·	98	3	4	0	101
OCCNc1nc(Nc2cc(Cl)ccc2OC2CCCC2)nc(N2CCCC2)n1	104	12	0	-1.2	91	-3	-4	0	86
Cc1ccccc1OCCn1cc(C(=S)N2CCN(C)CC2)c2ccccc21	109	23	0	2.3	97	3	4	0	100
CC(C)c1ccc(NC(=O)CSC(C)c2nc3ccccc3c(=O)[nH]2)cc1 (centres undefined)	95	-3	1	-1.0	108	0	1	-2	100
CCOC(=O)CCc1c(C)nc2ncnn2c1C	99	14	0	0.7	93	4	3	10	95
COc1ccc(C(=O)NCCS(=O)(=O)N2CCN(C(=O)c3ccco3)CC2)cc1	86	7	1	-0.4	104	4	-1	7	120
O=C(NCc1ccc2c(c1)OCO2)Nc1ccc([N+](=O)[O-])cc1	99	5	0	-0.5	86	·	·	·	94
COc1ccc(N(CC(=O)N2CCc3ccccc3C2)S(C)(=O)=O)cc1Cl	97	9	14	3.4	103	-4	-8	-4	98
CSc1ncccc1C(=O)NC1CC(C)(C)Cc2c1cnn2-c1ccccc1C (centres undefined)	105	9	3	0.8	95	6	1	2	101
CCn1nnc2cc(C(=O)Nc3cc(OC)cc(OC)c3)ccc21	100	-14	1	-0.3	99	5	1	5	106
Cc1nc(N)sc1-c1csc(N(C)c2ccc(O)cc2)n1	114	7	0	-2.8	98	-11	1	7	96
CC(=O)c1ccc(NC(=O)C2CC(=O)N(Cc3ccccc3)C2)cc1 (centres undefined)	100	9	1	-1.7	100	-4	-3	-2	107
Cc1cc(C)nc(NS(=O)(=O)c2ccc(NC(=O)CCC3COc4ccccc4O3)cc2)n1 (centres undefined)	110	1	3	-0.5	100	6	-1	3	103
CCOC(=O)c1ccc(N2C(=O)CC(SCC(N)C(=O)OCC)C2=O)cc1 (centres undefined)	84	-29	1	-2.5	104	5	10	-2	107
O=S(=O)(NCc1csc(-c2cccnc2)n1)c1cccs1	86	-9	0	-2.4	92	12	3	3	95
COCCNC(=O)CCC(=O)NNc1nc2ccccc2c2nc(C)nn12	123	-7	0	-45*	92	3	-4	-4	78
COc1ccccc1NC(=O)C(C)OC(=O)C1CC(=O)N(c2ccc3c(c2)OCCO3)C1 (centres undefined)	102	15	0	-3.3	103	4	0	0	97
COc1ccc(C(=O)C2CCN(C(=S)Nc3ccc(F)cc3)CC2)cc1	103	-23	1	1.9	101	3	1	4	98
COC(=O)CCCC1=CC2=CC(=O)C(C)(OC(=O)c3cccs3)C(=O)C2=CN1CCc1ccccn1 (centres undefined)	113	-3	3	-0.4	92	27	32	24	81
COc1ccc(/C=C2\CCCC(C(=O)C(F)(F)F)=C2O)cc1	108	0	0	?	106	0	-1	-5	102
Cn1c(SCc2ccc(C(C)(C)C)cc2)nnc1C1COc2ccccc2O1 (centres undefined)	105	2	0	-3.0	108	-2	-3	2	110
O=C(NNc1nc(-c2ccccc2)cs1)c1ccc(F)cc1	95	-5	1	-0.7	98	10	-5	0	103
Cn1c(N)c(S(=O)(=O)N2CCCC2)c(=O)n(C)c1=O	98	5	0	1.6	105	1	7	-1	101
CC(C)c1ccc(NC(=O)c2ccc3c(c2)C(=O)N(Cc2cccnc2)C3=O)cc1	100	9	0	-2.7	97	2	-4	3	95
Cc1sc2ncnc(N3CCCCC3C)c2c1C (centres undefined)	91	-6	1	-1.2	83	-2	-6	3	94
COc1ccc(-c2nnc(SC(C)C(=O)Nc3ccc4c(c3)OCCO4)o2)cc1 (centres undefined)	83	-11	1	1.0	100	-10	-7	-3	99
Cc1ccc(S(=O)(=O)N2[C@@H](c3ccc4c(c3)OCO4)C(C(=O)O)=C[C@H]2C(C)(C)C)cc1	101	-16	1	·	92	·	·	3	91
NC(=O)CN(C/C=C/c1ccccc1)C/C=C/c1ccccc1	89	-3	0	-0.7	97	7	7	7	98
CCc1cccc(CC)c1N(COC)C(=O)Cn1cnc2ccccc21	101	3	0	1.3	99	1	4	-3	102
COc1ccc(C(C(=O)NC2CCCCC2)N(C(=O)c2ccco2)c2ccccc2C(C)=O)cc1 (centres undefined)	105	2	0	-1.0	100	-1	-4	2	97
N=c1n(CCN2CCOCC2)c2ccccc2n1CC(=O)c1ccc(Cl)c(Cl)c1	99	9	0	2.6	94	4	11	4	101
CC(CNC(=O)CCC(=O)N1CCOc2ccccc21)c1ccccc1 (centres undefined)	108	-12	0	-3.9	99	-1	-6	2	97
COC(=O)c1cc2c(C(F)(F)F)nn(C)c2s1	111	34	0	-2.7	91	4	3	4	91
Cc1csc2c(C#N)c(=O)c3c(n12)CCC3	102	23	1	1.5	101	1	-3	-2	100
CNC(=O)C1=C(C)NC(=S)NC1c1cccs1 (centres undefined)	89	17	2	1.0	104	4	-3	-3	103
COc1ccc(-c2cc(C(=O)N3CCCC3)no2)cc1	104	-23	2	0.7	95	3	5	-9	90
COc1cc([N+](=O)[O-])ccc1NC(=S)Nc1cccc(C(=O)O)c1	106	-2	0	-0.6	103	8	-4	-1	95
NC(=O)C1CCN(C(=O)CN(C2CCCCC2)S(=O)(=O)c2ccc(F)cc2)CC1	105	-5	0	-0.3	104	3	-2	3	102
Cc1cc([N+](=O)[O-])ccc1N=Nc1c(N)[nH]n(-c2ccccc2)c1=O	109	6	0	1.7	91	11	7	2	89
CC1CCCC(C)N1CC(C)(C)NS(=O)(=O)c1ccc(Cl)cc1 (centres undefined)	97	-15	2	-0.7	105	1	-14	1	110
Cc1nc(NC(=O)C2CC2)sc1C(=O)Nc1ccccc1Cl	87	7	1	1.0	104	·	·	·	96
c1ccc(C2(CNc3ccccn3)CCCC2)cc1	104	11	0	0.2	97	5	27	12	96
Cc1cc(=O)c2cc(C(=O)c3ccccc3)ccc2[nH]1	95	2	2	0.6	105	2	5	-2	105
COc1ccc(C2C(C#N)=C(N)OC3=C2C(=O)CCC3)cc1OC (centres undefined)	101	0	2	1.7	101	10	4	11	108
O=S(=O)(Cc1ccco1)Cc1nc(-c2ccc(Cl)cc2)cs1	109	1	0	0.6	102	7	-4	-3	109
COc1ccc(CCNC(=O)[C@@H]2C[C@H]2c2ccccc2)cc1OC	122	9	1	-2.1	100	1	-8	-7	96
CCC(=O)Nc1cccc(NC(=O)c2cccc([N+](=O)[O-])c2)c1	122	-5	0	1.0	97	3	-1	5	95
Cc1cc(C)c2c(N)c(S(=O)(=O)c3ccccc3)sc2n1	80	-45	0	-3.4	122	2	-1	-5	106
CN(CC(=O)Nc1ccc(F)c(F)c1F)C(=O)c1ccc(N2CCCC2=O)cc1	106	-7	0	·	106	·	·	4	100
